# MBD2 DNA inh = blocks human MBD2 binding to methylated DNA. TR-FRET, MBD2 binding to methylated oligonucleotide. inhibition, % at 4.4 µM. 370,000 compounds, 0.31% hits; in the data active = inhibition above about 13%
# Target sequence (Q9UBB5 whole entry, looked up): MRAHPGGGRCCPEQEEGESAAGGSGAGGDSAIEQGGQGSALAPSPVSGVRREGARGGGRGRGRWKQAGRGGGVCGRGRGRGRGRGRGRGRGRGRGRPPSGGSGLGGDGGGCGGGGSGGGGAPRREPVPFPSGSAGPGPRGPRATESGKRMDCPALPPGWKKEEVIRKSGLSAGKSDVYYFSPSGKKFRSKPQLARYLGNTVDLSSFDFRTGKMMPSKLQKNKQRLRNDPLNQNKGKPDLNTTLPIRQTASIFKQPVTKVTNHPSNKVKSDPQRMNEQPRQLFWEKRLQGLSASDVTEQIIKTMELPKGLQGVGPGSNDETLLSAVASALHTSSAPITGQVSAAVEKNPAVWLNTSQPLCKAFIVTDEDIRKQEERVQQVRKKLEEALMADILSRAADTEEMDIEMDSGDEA
# SIAE inh = blocks human sialic acid acetylesterase; Q9HAT2; SIAE FP-Rh probe binding, fluorescence polarization; inhibition, % at 9.66 µM; 370,000 compounds, 0.69% hits; AID 1053197;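 active = inhibition above a cutoff: mean of compounds within the control limits plus 3 SD of those, cut at about 17% in these data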;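 note: 0% = plate median of compound wells and 100% = probe without SIAE protein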
# UHRF1 binding = UHRF1 methyl-DNA binding inhibition | Q96T88 | UHRF1 binding to methylated oligo, TR-FRET | inhibition, % at 4.4 µM | 370,000 compounds, 0.75% hits | AID 687016; in the data active = inhibition above about 21%;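 note: UHRF1 SRA domain binding a hemimethylated CpG hairpin DNA probe; 0% = median of test compound wells and 100% = reference inhibitor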
# PRMT1 inh = PRMT1 (human) inhibition, primary screen. inhibition, % at 2.79 µM. Q99873. AID 652257. 370,000 compounds, 1.3% hits. recombinant PRMT1, activity-based probe fluorescence polarization;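 active = inhibition above about 21% made by adding two undisclosed values, limit read from the data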
# DDE Tn7 FP inh = DD(E)-Tn7 binding inhibition, primary FP screen. 370,000 compounds, 0.13% hits. AID 720508. FP displacement of FITC-Tn7 peptide from fibrin DD(E); 0% = median of compound wells per plate. inhibition, % at 8.3 µM. P02675;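 active = inhibition above the mean of compounds falling within the control limits plus 3 SD of them, cut at about 14% in these data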;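 note: 0% = plate median of compound wells and 100% = 10 µM Aha-Tn7 peptide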
#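 system = human fibrin DD(E) protein | quantity = DD(E) 2 µM final | medium = Tris/NaCl/CaCl2 buffer, pH 7.8 | also added = labelled Tn7 tracer, 0.1 µM | compound dosing = single point at 8.3 µM | timing = compound with protein 10 min, then 3 h after probe, room temperature | signal = FP measurement | benchmarks = Aha-Tn7 high control | repeats = one replicate per compound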
# Tn6 DDE FP = DD(E)-Tn6 binding inhibition, primary FP screen. P02675. Fibrin DD(E) TRITC-Tn6 fluorescence polarization displacement. inhibition, % at 8.3 µM. 370,000 compounds, 0.21% hits. AID 720509;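 active = inhibition above a per-campaign cutoff: mean of compounds within control limits plus 3 SD, cut at about 15% in these data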;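 note: 0% = median of all compound wells on the plate and 100% = blocking peptide control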
# TDP2 inh = TDP2 (human) inhibition, absorbance primary screen | 370,000 compounds, 0.34% hits | recombinant TDP2, T5PNP hydrolysis, p-nitrophenol absorbance 415 nm | inhibition, % at 12.8 µM | AID 720702 | O95551;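 active = inhibition above the mean of all tested compounds plus 3 SD, set per campaign, cut at about 25% in these data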;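 note: 0% = DMSO with enzyme and 100% = buffer with substrate but no TDP2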
# Target sequence (O95551 whole entry, looked up): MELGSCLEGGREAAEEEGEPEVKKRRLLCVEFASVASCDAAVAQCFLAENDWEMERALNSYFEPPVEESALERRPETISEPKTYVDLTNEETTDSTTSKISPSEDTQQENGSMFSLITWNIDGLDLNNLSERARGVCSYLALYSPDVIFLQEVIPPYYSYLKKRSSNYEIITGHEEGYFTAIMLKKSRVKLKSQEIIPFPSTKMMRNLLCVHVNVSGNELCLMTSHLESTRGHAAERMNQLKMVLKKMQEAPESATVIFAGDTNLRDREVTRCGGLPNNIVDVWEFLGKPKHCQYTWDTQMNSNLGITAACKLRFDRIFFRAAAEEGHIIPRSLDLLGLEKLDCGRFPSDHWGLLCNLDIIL
#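 System: recombinant human TDP2 / Amount: 120 nM TDP2 per well / Also added: 5 mM T5PNP chromogenic substrate / Doses: 12.8 µM single point, 1% DMSO / Incubation: 2 h at 37 °C / Detection: p-Nitrophenol epi absorbance / Evaluation: % inhibition relative to enzyme-containing and enzyme-free wells / Repeats: singlicate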
# proKLK7 act = activates the human kallikrein-7 zymogen | activation, % at 7 µM | P49862 | purified proKLK7, EDANS-DABCYL substrate fluorescence; 100% is mature enzyme control, 0% vehicle | 370,000 compounds, 0.9% hits;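 active = activation above the mean of all tested compounds plus 3 SD, computed per campaign excluding outliers beyond control limits, cut at about 13% in these data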
# Target sequence (P49862 whole entry, looked up): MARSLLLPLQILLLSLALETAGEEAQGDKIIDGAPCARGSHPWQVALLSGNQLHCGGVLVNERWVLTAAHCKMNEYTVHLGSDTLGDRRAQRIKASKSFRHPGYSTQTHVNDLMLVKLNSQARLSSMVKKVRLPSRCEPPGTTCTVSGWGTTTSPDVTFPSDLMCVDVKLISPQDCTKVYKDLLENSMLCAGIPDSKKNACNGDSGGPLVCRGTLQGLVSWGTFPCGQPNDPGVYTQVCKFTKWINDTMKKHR
# TCR CD3 inh = blocks the human TCR-CD3 interaction; TAMRA-labeled TCR probe fluorescence, biochemical; inhibition, % at 9.4 µM; 360,000 compounds, 0.37% hits; in the data active = inhibition above about 19%;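 note: recombinant mutant TCR 2C K166C tagged with TAMRA read by polarization; 0% = receptor in buffer alone and 100% = receptor with positive control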
# LEDGF integ inh = blocks HIV-1 LEDGF/p75-dependent DNA integration; inhibition, % at 3.7 µM; AID 743269; 370,000 compounds, 0.64% hits; TR-FRET IN-LEDGF/p75 DNA integration, Eu/Cy5;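 active = inhibition above the screen-wide mean plus 3 SD, cut at about 13% in these data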;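 note: signal is the Cy5 over europium emission ratio at 671 and 618 nm; 0% = plate median of compound wells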
# * = called active by the depositor.
# A first look, 3 compounds:
SMILES,MBD2 DNA inh,SIAE inh,UHRF1 binding,PRMT1 inh,DDE Tn7 FP inh,Tn6 DDE FP,TDP2 inh,proKLK7 act,TCR CD3 inh,LEDGF integ inh
COc1ccc(Cc2c(C3CCCCC3)nc3ccc(C)cn23)c(C)c1,18*,0,25*,2,2,0,1,-0.9,-6,-1
CN1C(=O)C(CCC(N)=O)NC1=S (centres undefined),2,0,4,4,7,-2,8,-0.3,13,3
Cc1cccc(OCCC(=O)OCC(=O)N2CCc3ccccc32)c1,-5,-3,1,1,7,-8,3,0.1,0,0

# Results, from the first entry:
SMILES,MBD2 DNA inh,SIAE inh,UHRF1 binding,PRMT1 inh,DDE Tn7 FP inh,Tn6 DDE FP,TDP2 inh,proKLK7 act,TCR CD3 inh,LEDGF integ inh
COc1ccc(Cc2c(C3CCCCC3)nc3ccc(C)cn23)c(C)c1,18*,0,25*,2,2,0,1,-0.9,-6,-1
CN1C(=O)C(CCC(N)=O)NC1=S (centres undefined),2,0,4,4,7,-2,8,-0.3,13,3
Cc1cccc(OCCC(=O)OCC(=O)N2CCc3ccccc32)c1,-5,-3,1,1,7,-8,3,0.1,0,0
CCOc1ccccc1OCCN1CCC(Cc2ccccc2)CC1,-2,12,0,-2,2,-4,2,0.1,-2,-3
O=C(/C=C/c1ccccc1Cl)Nc1ccc(Cl)cn1,0,-5,2,-1,8,6,6,0.0,6,-3
Cc1ccccc1C(=O)Nc1ccnn1C1CCN(Cc2ccccn2)CC1,2,8,-3,-1,1,4,4,0.4,-10,1
Cc1c(C)n2c(SCC(=O)N3CCCC3)nnc2[nH]c1=O,-4,2,0,1,3,4,-2,0.2,1,1
Cc1cc(=O)oc2c(CN3CCC(C)CC3)c(O)c(Cl)cc12,-3,26*,0,7,3,7,4,70*,25*,1
O=C(COC(=O)C12CC3CC(CC(Cl)(C3)C1)C2)Nc1ccc2[nH]c(=O)[nH]c2c1,-2,2,-3,2,2,-8,0,0.1,1,1
COc1ccccc1NC(=O)NCc1ccc(C)n1C,-5,0,-2,10,-1,-1,-2,-0.8,5,2
CN(c1ccccc1)S(=O)(=O)c1cccc(C(=O)N2CCCCCC2)c1,-2,1,-2,1,-1,0,5,-0.6,0,3
CCOc1cccc(Oc2ccc(C(F)(F)F)cn2)c1,3,-3,3,-1,-5,-3,-11,-0.4,-4,2
Cc1nc2c(C(=O)NCCC3=CCCCC3)c[nH]n2c(=O)c1Cl,-4,6,-4,5,-2,1,20,-0.8,3,3
CCCc1sc(C(=O)Nc2nnc(C3CC3)s2)cc1CC,3,7,-4,-3,7,8,3,0.6,5,0
COCCN(C(=O)c1snc(C(N)=O)c1N)C(C(=O)NC1CCCCC1)c1ccc(N(C)C)cc1 (centres undefined),2,4,0,0,-2,2,6,0.7,0,0
O=C(NCc1ccco1)c1ccc(OC2CCN(Cc3ccccn3)CC2)cc1,-3,-4,-1,2,3,3,1,0.0,3,-2
CC(=O)Oc1ccc(Cl)cc1/C=C/c1cc(OC(C)=O)c2ccccc2n1,0,-5,16,0,-9,-7,-8,-19,-1,2
CSc1ccc(C(=O)N2CCC(CCC(=O)NCc3ccc(F)cc3)CC2)cc1,-4,5,-2,-2,4,6,-6,0.6,5,1
COc1cccc(C=Nc2ccc(C)c(F)c2)c1O,-1,2,-2,-1,1,5,7,0.7,12,1
Cc1cc(N2CCCC2)nc2ccc(NC(=S)NCCCN3CCC(C)CC3)cc12,8,4,22*,-1,5,2,0,15*,3,0
Cc1ccc(C(=O)C(NC(=O)c2ccco2)N2CCOCC2)cc1 (centres undefined),-2,2,-1,-1,-5,9,5,0.2,5,2
Cc1ccc(S(=O)(=O)N2C[C@H]3[C@H]4C(=O)N(C5CCCCC5)C(=O)[C@H]4CC(=O)[C@H]3[C@@H]2c2cccc3ccccc23)cc1,-6,-11,-2,3,0,-3,13,0.2,-2,0
O=C(COc1ccc(Br)cc1)N/N=C1/SCC(=O)N1Cc1ccco1,0,3,-1,2,3,-5,6,0.2,-6,-2
CC1(C)CC(=O)C(C(C2=C(O)CC(C)(C)CC2=O)c2ccc([N+](=O)[O-])cc2)C(=O)C1 (centres undefined),-1,-3,2,14,-3,3,5,0.6,1,40*
CCn1c(=O)cc(OCC(=O)Nc2ccccc2N2CCN(C)CC2)c2ccccc21,3,-1,2,3,-8,-7,-4,0.5,1,-3
COCCCN(C(=O)C1=COCCO1)c1c(N)n(Cc2ccccc2)c(=O)[nH]c1=O,-7,7,-6,1,0,9,2,-2.5,-4,1
Cc1ccc(CN2C(=O)C(=O)c3cc(C)ccc32)cc1,-4,1,-1,0,2,-4,0,0.3,0,3
COc1cc(C(c2c(C)[nH][nH]c2=O)c2c(C)[nH][nH]c2=O)ccc1OC(=O)c1cccc([N+](=O)[O-])c1,-6,-3,-11,2,0,-3,8,0.0,4,1
COc1ccc(OC)c(S(=O)(=O)N/N=C\c2c[nH]c3ccccc23)c1,-3,1,2,-2,-6,-2,-14,-0.1,0,0
CC(C)N1C(=O)CCC1C(=O)N1CCN(c2ccccn2)CC1 (centres undefined),2,-6,-1,-1,-9,0,-6,0.1,7,4
CC(C)=NOCC(=O)Nn1c(COc2c(C)cccc2C)nc2ccccc2c1=O,-2,-1,4,4,-9,0,-12,0.7,2,-4
Cc1ccc(S(=O)(=O)N2CCCC2C(=O)Nc2cc(C)on2)cc1 (centres undefined),-2,-3,1,-4,2,1,-28,0.1,4,3
CC1CCN(C(=O)c2ccc(NS(=O)(=O)c3ccccc3)cc2)CC1,2,14,0,-1,-6,6,21,-0.2,3,2
CN1CC(=O)N(CC(=O)Nc2ccc(Br)cc2F)C1=O,-3,1,-1,-2,0,-9,1,-0.6,2,7
CC(C)c1nnc(NC(=O)CCc2ccccc2)s1,1,-3,2,-2,-2,-6,-10,-0.5,-4,3
COc1cc(C(=O)Nc2ccc(C)cc2)c2ccccc2n1,0,-3,-1,1,3,-2,5,-1.8,-1,-5
COc1ccccc1CN(Cc1nc2ccccc2c(=O)[nH]1)S(=O)(=O)c1ccc2ccccc2c1,10,-10,7,-1,-6,1,-10,-0.1,-8,2
COc1ccc(NC(=O)c2sc3nc(N4CCCC4)c4c(c3c2N)CC(C)(C)OC4)c(OC)c1,-6,3,-2,0,-6,-3,1,-20,8,0
CCn1nc(NS(=O)(=O)c2ccc([N+](=O)[O-])cc2)c2cc3cccc(C)c3nc21,4,10,-1,2,1,1,-5,-0.1,2,1
CN(C)c1nc(N)nc(Cn2ccnc2)n1,4,2,3,-1,-3,4,-12,-0.5,6,1
COc1ccc(C(C)NC(=S)NCc2ccc(F)cc2)cc1OC (centres undefined),-1,-13,2,-2,9,6,-22,-0.3,5,2
O=C(c1ccc(Cl)c(F)c1F)N1CCOCC1,0,-6,-3,1,-3,-5,-5,0.0,1,1
CC(C)(C)c1ccc(C(=O)NCC(=O)NCc2ccccn2)cc1,0,-4,-1,-2,-7,3,-5,0.1,3,5
O=C(CCCN=C1NS(=O)(=O)c2ccccc21)OCC(=O)N1CCc2ccccc21,0,-3,-2,0,4,2,-3,-0.3,3,0
Cc1ccc(S(=O)(=O)NC(=O)NCCCN2CCOCC2)cc1,-4,5,-2,-2,0,3,4,-0.1,7,3
CC(=O)NCC(c1cccs1)S(=O)(=O)c1ccc(F)cc1 (centres undefined),-1,-8,9,0,-4,-4,-2,-0.5,4,1
Cc1c(NC(=O)CSc2nnc3c4ccccc4n(CCc4ccccc4)c3n2)c(=O)n(-c2ccccc2)n1C,-1,-12,6,-2,6,0,-17,0.6,8,4
N=c1c2c(n(Cc3ccc(Cl)cc3)c3c1CCC3)CCC2,-6,3,0,-2,-6,-5,-17,0.4,0,1
CCCCN1CC(=O)N2[C@H]3c4ccccc4OC[C@@H]3[C@H](c3ccccc3)[C@]2(C)C1=O,2,10,-2,2,9,4,0,1.1,8,-1
O=C(c1cc(-c2ccco2)on1)N1CCc2ccccc2C1,-6,-6,-2,18,-10,-2,-9,-0.2,2,8
COc1cc2oc(=O)cc(-c3ccc(-c4ccc(CO)cc4)cc3)c2c(OC)c1OC,0,-2,2,9,0,1,-7,-1.5,1,-7
Oc1ccccc1N1CCN(C(=S)NCc2ccccc2)CC1,-2,6,-1,2,3,0,6,0.3,9,0
Cc1ccc(NC(=O)CN2CCC(NC(=O)c3cccc(F)c3)CC2)cc1C,1,-6,1,0,-5,1,12,0.7,-3,0
CCCCCCC(=O)Oc1ccc(N2C(=O)CCC2=O)cc1,-3,2,-4,-2,-7,-4,6,0.3,-6,3
COC(=O)C1=C(C)N(Cc2ccccc2)C(=NCCCCO)N[C@H]1c1cccc(C(F)(F)F)c1,6,2,4,6,4,-6,-5,-0.9,-8,-1
Cc1ccc(S(=O)(=O)N2CCOC2CNC(=O)C(=O)NCCc2c[nH]c3ccccc23)cc1 (centres undefined),0,5,0,2,-9,-10,8,-1.0,4,-1
COCCN(C(=O)c1csnn1)C(C(=O)NC1CCCC1)c1ccccc1F (centres undefined),-6,3,-4,-4,-4,7,-3,-0.3,9,2
Cc1cc(SCc2ccc(Cl)cc2)nc(=O)[nH]1,-1,-8,-2,-8,6,-1,-11,0.5,-2,1
CCOc1ccc(NC(=O)CN(C)C(=O)CCNC(=O)c2ccccc2Cl)cc1OCC,6,0,1,3,-9,-5,5,0.0,-1,-1
COc1ccc(NC(=O)C2=Cc3ccccc3OC2)cc1,2,3,-3,6,-5,-2,-4,0.4,3,-1
# Next compounds
SMILES,MBD2 DNA inh,SIAE inh,UHRF1 binding,PRMT1 inh,DDE Tn7 FP inh,Tn6 DDE FP,TDP2 inh,proKLK7 act,TCR CD3 inh,LEDGF integ inh
COC(=O)CNC(=O)CSc1nc2sc(-c3ccccc3)cc2c(=O)n1-c1ccccc1,0,-17,2,8,-3,-9,-19,-0.2,2,2
CCN(CC)CCNC(=O)Cn1nc(-c2ccccc2)c2ccccc2c1=O,-1,0,-2,-1,3,2,-7,-0.6,-5,1
COc1cc(OC)cc(C(=O)NNC(=O)c2cc3ccccc3cc2O)c1,3,10,-3,-1,2,-7,-1,-12,26*,-5
Cc1cccc(NC(=O)Cn2nnc(-c3cccs3)n2)c1C,-5,-6,-4,-1,-4,3,-4,-0.3,9,-3
Cc1cc(OCC(=O)NC(C)C)cc(C)c1Br,-4,-3,-3,1,7,6,6,0.3,-3,0
COC(=O)c1cc(=O)n(Cc2cccs2)c(=Nc2ccc(F)cc2)s1,1,1,3,2,0,-5,-8,-0.3,-9,-1
Fc1cccc(Nc2cc(-n3cccn3)ncn2)c1,2,-5,1,3,1,-5,-1,0.1,-2,-2
COc1ccc(NC(=O)C2Cc3cc(S(=O)(=O)N4CCCCC4)ccc3N2C(C)=O)cc1Cl (centres undefined),5,-12,-2,-1,-6,-1,4,-0.5,-3,0
